Screens deposited in PubChem by several laboratories.
Mtb FBA inh = inhibitors of M. tuberculosis fructose-bisphosphate aldolase | P9WQA3 | purified M. tuberculosis FBA, fluorescence read-out | inhibition, % at 1 µM | 360,000 tested, 2.3% active | AID 588726; in the data active means inhibition above about 27%;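 further: 0% = vehicle and 100% = reference inhibitor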
BoNT F protease = BoNT F light chain protease inhibition. AID 588497. inhibition, % at 10 µM. 360,000 tested, 0.22% active. Multiplex microsphere protease cleavage assay, flow cytometry; in the data active means inhibition above about 35%, passing the limit was not always enough; inconclusive means no clear call, values can overlap the other calls; further: plate controls were buffer without enzyme for full effect and enzyme alone for no effect
UGM FP inh = Mtb UDP-galactopyranose mutase inhibition; purified UGM, fluorescence polarization probe displacement; inhibition, % at 10 µM; 320,000 tested, 0.06% active; in the data active means inhibition above about 10%, passing the limit was not always enough; inconclusive means no clear call, values can overlap the other calls
Target sequence (P9WIQ1 whole entry, looked up): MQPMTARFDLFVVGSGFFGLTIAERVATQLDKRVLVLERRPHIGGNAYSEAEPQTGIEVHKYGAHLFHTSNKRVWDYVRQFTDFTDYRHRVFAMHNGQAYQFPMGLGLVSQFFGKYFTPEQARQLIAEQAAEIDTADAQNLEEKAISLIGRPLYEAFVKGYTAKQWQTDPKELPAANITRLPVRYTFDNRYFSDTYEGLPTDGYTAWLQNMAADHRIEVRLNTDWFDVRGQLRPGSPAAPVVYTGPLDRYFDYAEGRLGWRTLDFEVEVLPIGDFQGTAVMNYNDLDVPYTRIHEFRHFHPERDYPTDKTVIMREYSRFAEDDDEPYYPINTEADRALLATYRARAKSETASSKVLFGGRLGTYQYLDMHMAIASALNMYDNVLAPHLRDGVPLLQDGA
PrPC surface inh = cell surface PrPC inhibition, primary TR-FRET screen; P04156; TR-FRET read-out; inhibition, % at 13.8 µM; 370,000 tested, 0.43% active; AID 720596; in the data active means inhibition above about 24%; further: 0% = median of the test wells and 100% = reference compound wells
GDH-TPI counter = GDH-TPI coupled enzyme inhibition counter-screen; GDH-TPI coupled enzyme counterscreen, NADH absorbance; inhibition, % at 4.8 µM; 360,000 tested, 1.2% active; in the data active means inhibition above about 30%;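 further: 0% = DMSO wells and 100% = wells lacking the enzyme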
MazEF act = MazEF (E. coli) toxin RNase activation | 350,000 tested, 0.32% active | FAM/BHQ RNA-DNA oligo cleavage fluorescence, 5 h | activation, % at 20 µM; in the data active means activation above about 50%
Target sequence (P0AE70 whole entry, looked up): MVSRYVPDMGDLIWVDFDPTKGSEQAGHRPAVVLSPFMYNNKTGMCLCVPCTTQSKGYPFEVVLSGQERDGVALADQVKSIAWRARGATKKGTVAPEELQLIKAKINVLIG
Rv3671c protease = inhibitors of M. tuberculosis serine protease Rv3671c; P9WHR9; inhibition, % at 5.96 µM; 320,000 tested, 0.048% active; AID 2606; in the data active means inhibition above about 38%;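 further: extracellular domain of Rv3671c used as enzyme; 0% = enzyme with DMSO and 100% = no enzyme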
Target sequence (P9WHR9 whole entry, looked up, the tested form may be a part): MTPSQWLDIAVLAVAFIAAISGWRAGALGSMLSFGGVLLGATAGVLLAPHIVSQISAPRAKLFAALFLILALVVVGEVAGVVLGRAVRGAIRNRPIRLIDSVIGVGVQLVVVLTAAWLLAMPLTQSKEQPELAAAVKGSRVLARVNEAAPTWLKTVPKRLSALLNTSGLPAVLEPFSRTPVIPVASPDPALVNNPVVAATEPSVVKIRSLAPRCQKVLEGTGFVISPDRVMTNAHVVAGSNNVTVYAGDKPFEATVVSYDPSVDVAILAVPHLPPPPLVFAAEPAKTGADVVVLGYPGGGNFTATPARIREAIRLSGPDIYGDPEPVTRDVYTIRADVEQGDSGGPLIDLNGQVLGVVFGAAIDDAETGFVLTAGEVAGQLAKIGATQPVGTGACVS
FadD28 binding = blocks FadD28 binding to the bisubstrate probe; inhibition, % at 12.5 µM; fluorescence polarization; 360,000 tested, 0.22% active; AID 588549; in the data active means inhibition above about 8.5%, passing the limit was not always enough; inconclusive means no clear call, values can overlap the other calls
BioA inh = BioA (M. tuberculosis) enzyme inhibition | purified M. tuberculosis BioA enzyme, plate reader | 360,000 tested, 0.096% active | inhibition, % at 9.99 µM; in the data active means inhibition above about 40%; inconclusive means no clear call, values can overlap the other calls
An asterisk follows results filed as active; ? = inconclusive; · = no result given.

Screens in order: Mtb FBA inh	BoNT F protease	UGM FP inh	PrPC surface inh	GDH-TPI counter	MazEF act	Rv3671c protease	FadD28 binding	BioA inh
Cc1noc(NS(=O)(=O)c2ccc(NC(=O)c3cccc(S(=O)(=O)Nc4ccccc4F)c3)cc2)c1C
  -2	11	4.8	-6	3	1	9	-1.2	0.5
CNC(=O)C1(c2ccccc2)CCCCC1
  -3	5	·	3	6	5	·	-5.0	-1.8
CCCOc1ccc(/C=N/NC(=O)C(=O)Nc2ccccn2)cc1
  5	-1	-0.2	-3	0	-6	0	1.4	-0.9
O=C(NC(=S)NC1C2CC3CC(C2)CC1C3)C12CC3CC(CC(C3)C1)C2 (stereo unspecified)
  -2	1	-1.5	3	-11	-2	-14	-5.0	·
COc1cc(SC)ccc1C(=O)Nc1ccon1
  0	-2	2.4	-1	6	3	-11	-4.8	0.1
CC(C)CC(=O)c1c[nH]c(C(=O)NCc2ccccc2)c1
  8	25	-1.4	4	0	2	4	-2.3	1.1
COc1ccc(/C(O)=C2/C(=O)C(=O)N(CCCN(C)C)C2c2cccc(Cl)c2)cc1OC (stereo unspecified)
  0	-7	-3.3	-14	-4	7	-2	-2.2	·
C[C@]12CCC(=O)C(O)=C1CC[C@@H]1[C@@H]2CC[C@]2(C)C(=O)CC[C@@H]12
  3	0	-2.3	7	4	6	5	0.3	-1.2
Cc1ccc(Nc2cc(C(=O)NCCCN3CCOCC3)c3ccccc3n2)c(C)c1
  0	2	-0.6	9	0	2	-1	-2.7	1.8
Cc1cc(OCC(=O)NCC(O)c2ccccc2)c2c3c(c(=O)oc2c1)CCC3 (stereo unspecified)
  14	-8	2.6	-6	2	7	6	-3.0	5.9
O=S(=O)(/C=C/c1ccccc1)c1ccccc1
  1	11	-1.4	0	-14	9	-6	-1.5	1.5
O=C(COC(=O)CNC(=O)c1ccccc1)Nc1cccc(Br)c1
  2	-7	0.2	-3	0	-5	-9	-2.7	·
O=C(CCC(=O)Nc1nnc(C2CCCCC2)s1)NCc1ccccc1
  -5	?	-2.4	6	-2	-8	1	-2.1	·
CCCS(=O)(=O)NC(=O)C1(C)CCN(C(=O)CSc2ccccc2)C1 (stereo unspecified)
  0	0	·	-1	6	·	·	3.0	-0.9
CC(=O)Nc1ccc(NC(=O)C(C)Sc2nc3nc(C)cc(C)n3n2)cc1 (stereo unspecified)
  -1	?	-0.3	4	0	-6	2	-0.3	0.2
CCOC(=O)CCCCC(=O)c1[nH]c(=O)[nH]c1CSc1nc(C)cc(=O)[nH]1
  0	47*	0.3	-7	10	-9	7	0.0	-18
CCOC(=O)/C(=N\Nc1ccccc1)S(=O)(=O)c1ccccc1
  -2	-3	-1.7	5	31*	5	2	1.0	-0.6
Cc1cc(C)nc(Sc2ncnc3sc4c(c23)CCC4)n1
  49*	-5	-1.4	13	5	-17	2	-0.2	-3.5
COc1ccc(CCNC(=O)c2cc(-c3ccccn3)nc3c(Cl)cccc23)cc1OC
  0	-3	0.3	-2	1	4	13	0.1	·
O=C(Nc1ccncc1)c1cc(S(=O)(=O)N2CCOCC2)ccc1Cl
  97*	4	-0.6	0	1	-1	1	-0.8	-0.6

Reprinted from the part before: 5 compounds, then new ones.
Screens in order: Mtb FBA inh	BoNT F protease	UGM FP inh	PrPC surface inh	GDH-TPI counter	MazEF act	Rv3671c protease	FadD28 binding	BioA inh
CCOC(=O)CCCCC(=O)c1[nH]c(=O)[nH]c1CSc1nc(C)cc(=O)[nH]1
  0	47*	0.3	-7	10	-9	7	0.0	-18
CCOC(=O)/C(=N\Nc1ccccc1)S(=O)(=O)c1ccccc1
  -2	-3	-1.7	5	31*	5	2	1.0	-0.6
Cc1cc(C)nc(Sc2ncnc3sc4c(c23)CCC4)n1
  49*	-5	-1.4	13	5	-17	2	-0.2	-3.5
COc1ccc(CCNC(=O)c2cc(-c3ccccn3)nc3c(Cl)cccc23)cc1OC
  0	-3	0.3	-2	1	4	13	0.1	·
O=C(Nc1ccncc1)c1cc(S(=O)(=O)N2CCOCC2)ccc1Cl
  97*	4	-0.6	0	1	-1	1	-0.8	-0.6
CC(=O)Nc1ccc(SCC(=O)NC(=O)c2ccc(S(=O)(=O)N(C)C)cc2)cc1
  -1	-13	1.2	1	-2	-1	-6	-1.5	0.2
Cc1cc(C)c2nc(N(CCCN(C)C)C(=O)c3ccc4c(c3)CCCC4)sc2c1
  ·	·	-1.1	-6	·	12	12	·	·
Cc1ccc(C)c(S(=O)(=O)N2CCN(C(=O)Cc3ccc(S(=O)(=O)N4CCOCC4)s3)CC2)c1
  -3	-10	0.5	2	-5	-5	2	-3.9	·
CC(C)(C)NC(=O)NC(=O)COC(=O)c1ccc(OC(F)F)cc1
  -4	1	-1.9	1	-5	0	8	-3.4	-0.9
COc1ccc(-c2nc(CS(=O)(=O)CC(=O)Nc3ccc(Cl)cc3)c(C)o2)cc1
  -1	1	3.5	2	0	11	-12	-2.2	0.3
Cc1nn(CC(=O)N2CCCc3ccccc32)c(C)c1[N+](=O)[O-]
  1	2	-1.6	-1	10	6	-8	1.3	·
COC(=O)C1CCN(C(=O)COc2ccc(N(C)S(=O)(=O)c3ccc(C)cc3)cc2)CC1
  2	-4	5.2	2	12	1	9	-2.2	-1.6
CCN(CC)C(=O)Cc1cc(C(=O)O)c2ccccc2n1
  5	-11	0.3	4	6	5	-1	0.2	-0.9
O=C(NO)c1ccc(OC(F)F)cc1
  -3	-16	0.4	6	1	-3	-1	-4.5	·
COc1ccc(C(=O)CSc2nnc3n2CCCN3C(=O)Nc2ccccc2)cc1
  1	-6	0.0	-1	10	7	3	-1.9	-0.3
O=C(Nc1ccc2c(c1)OCO2)c1cc(-c2cccc(O)c2)on1
  2	0	2.2	17	2	6	-4	-2.3	-0.7
COC(=O)c1cc2c(ccn2-c2ccc(F)cc2)n1Cc1ccc(OC)cc1
  2	-7	0.0	2	9	-9	-7	-1.1	·
Cc1ccsc1C1C(C#N)=C(N)OC2=C1C(=O)CC(C)(C)C2 (stereo unspecified)
  6	3	1.1	-4	2	0	1	-2.2	3.6
C/C=C/c1cccc(-c2nc(C(=O)NC3CCC3)cc3c2[C@H](CCO)N(S(=O)C(C)(C)C)C3)c1 (stereo partly specified)
  4	0	·	-2	·	·	·	-2.3	-1.6
CCOc1cc(NC(=S)NCCc2ccccc2)c(OCC)cc1NC(C)=O
  -2	-1	1.1	1	-3	10	2	-0.3	·
O=C(NCC(c1ccco1)N1CCN(c2ccccc2F)CC1)c1cccs1 (stereo unspecified)
  5	5	2.1	2	7	1	5	-0.3	3.9
CCc1nc2ccccc2c(=O)n1/N=C/c1ccc(Cl)cc1
  -2	-8	1.7	-2	1	-5	6	0.3	·
O=C(N/N=C/c1cccnc1)c1cc(-c2ccc(Cl)cc2)nc2ccccc12
  0	-10	-1.2	1	7	-3	-15	-4.9	0.6
COc1ccccc1CC(=O)NNS(=O)(=O)c1ccc([N+](=O)[O-])cc1
  0	2	2.6	-6	3	2	3	-0.7	-0.1
CC1(NC(=O)/C=C/c2nc3ccccc3s2)CCS(=O)(=O)C1 (stereo unspecified)
  5	0	-2.3	-5	4	-1	-9	-0.8	-2.1
CC1=C(C(=O)N2CCOCC2)CC(CC(=O)NC2CCCCC2)C(=O)N1CCCN1CCCC1=O (stereo unspecified)
  1	-1	·	4	5	8	·	-0.4	-0.5
c1ccc(-c2ccncn2)cc1
  0	3	·	-3	-1	5	·	-1.4	-2.6
C=CCNCCCCOc1cccc(Br)c1
  4	2	-0.2	-4	7	-2	5	-1.5	·
C/C(Cn1cnc([N+](=O)[O-])n1)=N\NC(=O)c1cccnc1
  -2	-19	-0.8	2	1	11	11	-2.5	·
CC(=O)Nc1ccc(NC(=O)CC23CC4CC(CC(C4)C2)C3)cc1
  2	-5	0.6	7	7	-11	-2	-0.7	·
CC(O)c1ccc2c(c1)OCCOCCN(C)CCOCCO2 (stereo unspecified)
  1	6	3.8	-6	9	6	2	-0.4	-1.8
Cn1cc(-c2csc(C(O)c3ccc(F)c(F)c3)n2)cn1 (stereo unspecified)
  -1	2	·	7	1	·	·	-2.3	-1.1
COCCNC(=O)CSc1ccc(Cl)cc1
  -2	0	4.0	-3	-3	0	-16	-0.6	1.1
Cc1cc(Cl)ccc1Oc1nccc(N(C)C)c1C#N
  1	0	1.5	7	1	-7	-5	-2.0	0.0
COC(=O)c1nc[nH]c1[N+](=O)[O-]
  -3	0	·	-1	1	3	·	-3.3	-0.6
Cc1ccc(S(=O)(=O)N2CCC(C)CC2)cc1
  0	-16	-1.6	8	2	8	1	0.9	-0.4
COCCn1c(N)c(C(=O)NS(=O)(=O)c2ccc(C)cc2)c(=O)[nH]c1=O
  2	6	-0.2	6	-4	11	-1	-0.4	·
COc1cc(C2C3=C(CCCC3=O)Nc3[nH]n(-c4ccccc4)c(=O)c32)ccc1OC(C)=O (stereo unspecified)
  -1	1	-0.8	-18	17	9	5	-1.2	0.9
COc1ccc(C(=O)Nn2c(C)nc3ccccc3c2=O)cc1
  -1	?	1.4	-8	-6	3	2	-2.4	·
C#CCOCCOCCOCCNc1nc(N2CCN(C(=O)C([C@@H](C)CC)n3cc(C(N)Cc4ccc(O)cc4)nn3)CC2)nc(N2CCN(C(=O)[C@H](CCC(=O)O)n3cc(C(N)CC(C)C)nn3)CC2)n1 (stereo partly specified)
  5	-14	-2.6	-1	11	5	-1	-0.3	-2.9
OC(c1cccc(CN2CCCCC2)c1)c1ncc(-c2cccc3ccccc23)[nH]1 (stereo unspecified)
  26	-3	·	-8	8	·	·	-2.2	0.0
CCCCN(CC)CCNC(=O)c1cc2c(=O)n(C)c3ccccc3c2n1C
  17	-9	-2.9	-5	14	6	4	-1.2	2.5
COc1ccc(-c2cc(C(F)(F)F)n3ncc(C(=O)N(C)Cc4ccccc4)c3n2)cc1
  8	6	0.1	-18	9	3	-11	-2.8	·
COc1ccc(C(=O)NCc2ccc3c(c2)cc(C)n3C)cc1OC
  0	-47	4.9	45*	3	0	1	2.0	-1.8
CC(C)C(C(=O)Nc1sc2c(c1C#N)CCCCC2)N1C(=O)c2ccccc2C1=O (stereo unspecified)
  1	?	3.7	3	8	3	-5	0.0	0.6
CC1CCCc2sc3ncn(N)c(=N)c3c21 (stereo unspecified)
  -8	-3	2.5	-1	3	2	11	-4.3	-0.5
c1csc(CNc2nc(Oc3ccncc3)c3sccc3n2)c1
  43*	-3	·	0	5	·	·	-3.3	2.0
CCCCN1CC(=O)N2[C@H](c3ccc(OC)cc3)[C@@H]3C(=O)N(CC)C(=O)[C@@H]3[C@]2(Cc2ccccc2)C1=O
  3	3	3.0	8	3	4	8	-1.8	-0.5
CCOC(=O)C1(CCOc2ccccc2)CCN(Cc2ccc(OCCO)cc2)CC1
  -1	13	5.2	-4	-1	8	1	-1.4	0.2
COCCn1c(SCC(=O)Nc2ccc(C(C)=O)cc2)nc2c([nH]c3ccccc32)c1=O
  2	0	-1.0	-6	10	-3	1	0.0	-3.5
Cc1ncc([N+](=O)[O-])n1CCOC(=O)NC(Nc1ccc(F)cc1)C(Cl)(Cl)Cl (stereo unspecified)
  6	-1	-4.2	2	18	0	9	-2.3	-2.1
CCc1ccccc1N/N=C(/C)c1c(O)cc(C)oc1=O
  -1	-3	-3.0	-8	0	0	0	1.4	-0.8
O=C(Nc1ccccc1)c1ccc(Br)c(S(=O)(=O)Nc2cccnc2)c1
  -4	1	0.0	3	-8	0	-6	-2.4	·
CC(C)C(=O)N1CCCC1(C)C(=O)Nc1ccc(-n2cncn2)cc1 (stereo unspecified)
  -2	5	·	5	9	·	·	-0.4	-1.0
CCOC(=O)CNC(=O)Cn1cnc2c(nnn2-c2cccc(Cl)c2)c1=O
  1	-3	5.5	0	3	9	-1	-0.2	-2.5
CCOC1=C2[C@@H](CN(S(=O)(=O)c3ccc(C)cc3)[C@H]2c2cccc3ccccc23)[C@H]2C(=O)N(C)C(=O)[C@H]2C1
  -1	1	·	-1	·	·	·	-3.1	0.3
